From PubChem
NRP1-CendR mod = modulators of CendR peptide binding to NRP-1, primary screen, biochemical, fluorescence polarization, uHTS | Neuropilin-1 (Homo sapiens), O14786 | FAM-RPARPAR peptide binding to NRP-1 | inhibition, % at 25 µM | actives 0.85% (n = 360,000) | AID 602438, 2012;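 active = inhibition or corrected inhibition above about 18%, plus a signal ratio from 0.5 to 1.5, limit read from the data, passing the limit was not always enough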; also: strong numbers were not always called active
Target sequence (O14786 whole entry, looked up): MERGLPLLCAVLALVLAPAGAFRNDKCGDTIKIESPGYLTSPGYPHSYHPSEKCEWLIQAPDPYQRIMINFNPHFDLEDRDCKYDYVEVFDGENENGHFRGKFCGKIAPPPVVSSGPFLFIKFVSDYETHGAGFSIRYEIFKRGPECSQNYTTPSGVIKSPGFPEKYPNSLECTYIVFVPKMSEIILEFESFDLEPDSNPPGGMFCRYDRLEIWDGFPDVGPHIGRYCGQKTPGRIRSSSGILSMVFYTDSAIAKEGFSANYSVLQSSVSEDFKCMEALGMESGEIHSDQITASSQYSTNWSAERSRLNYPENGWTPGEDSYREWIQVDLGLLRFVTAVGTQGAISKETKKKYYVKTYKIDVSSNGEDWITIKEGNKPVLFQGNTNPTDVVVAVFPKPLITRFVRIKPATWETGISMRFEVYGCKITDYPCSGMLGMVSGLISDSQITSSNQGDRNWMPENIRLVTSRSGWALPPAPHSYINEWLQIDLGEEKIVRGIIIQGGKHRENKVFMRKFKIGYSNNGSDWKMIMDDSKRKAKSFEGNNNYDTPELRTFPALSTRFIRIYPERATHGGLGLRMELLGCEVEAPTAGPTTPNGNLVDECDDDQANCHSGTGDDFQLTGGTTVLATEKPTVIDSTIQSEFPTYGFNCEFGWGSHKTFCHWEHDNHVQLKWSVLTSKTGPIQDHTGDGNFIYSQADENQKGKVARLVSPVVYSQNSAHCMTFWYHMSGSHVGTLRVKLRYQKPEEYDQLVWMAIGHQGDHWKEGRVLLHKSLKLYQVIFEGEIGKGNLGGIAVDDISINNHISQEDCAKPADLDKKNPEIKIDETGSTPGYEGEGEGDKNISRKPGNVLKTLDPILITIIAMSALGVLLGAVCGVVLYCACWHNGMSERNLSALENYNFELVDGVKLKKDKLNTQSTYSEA
MT1-MMP act inh = blockers of MT1-MMP proenzyme processing, primary screen, HT1080 RFP-PRO-GFP cells, GFP/RFP fluorescence | Matrix metalloproteinase-14 (Homo sapiens), P50281 | GFP/RFP ratio fluorescence, overnight; percent of plate control window, DMSO zero | GFP/RFP ratio change, % at 20 µM | actives 0.061% (n = 360,000);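 active = GFP/RFP ratio change of at least 30% with cell ATP level not reduced by more than half and red fluorescence within 50% of control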; also: strong numbers were not always called active
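Test system: HT1080 RFP-PRO-GFP cells; Benchmarks: DMSO and RFP-L50D-GFP cell wells; Timing: cells overnight before dosing, compound overnight, 37 °C, 5% CO2; Compound: one 20 µM compound dose with 1% DMSO; Read-out: GFP/RFP fluorescence ratio.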
Rin1 Abl inh = inhibitors of Rin1-Abl protein binding, primary screen, biochemical, TR-FRET. actives 0.4% (n = 360,000). AID 588664, 2011. inhibition, % at 7.35 µM. Tyrosine-protein kinase ABL1 (Homo sapiens) + Ras and Rab interactor 1 (Homo sapiens), …; in the data active = inhibition above about 5%, passing the limit was not always enough
SKN-1 block = suppressors of acrylamide-induced Pgst-4::GFP reporter in worms, primary screen, SKN-1 inhibitor project, whole organism, uHTS, GFP/RFP fluorescence ratio, strain VP596; C. elegans VP596 Pgst-4::GFP/RFP ratio, 24 h; inhibition, % at 21.8 µM; actives 0.49% (n = 360,000);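 active = interference check ratio from 0.5 to 1.5 plus GFP to RFP signal ratio inhibition reaching or exceeding a fixed threshold, cut at about 30% in these data, passing the limit was not always enough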; also: some compounds called inactive have numbers as strong as hits
MsrA act = bovine MsrA enzyme activators, primary screen, biochemical, absorbance, HTS; Methionine sulfoxide reductase A (Bos taurus); purified bovine MsrA, absorbance read-out; activation, % at 10.6 µM; actives 0.3% (n = 360,000); AID 602163, 2012; in the data active = activation above about 7.5%;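 also: 0% = vehicle and 100% = reference activator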
MLLE-PAM2 inh = inhibitors of PABP1 MLLE–PAM2 peptide binding, primary screen, biochemical, fluorescence polarization, FITC-PAM2, GST-MLLE. Polyadenylate-binding protein 1 (Homo sapiens), P11940. actives 0.36% (n = 360,000). inhibition, % at 20 µM; in the data active = inhibition above about 35%, passing the limit was not always enough;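 also: plate controls were DMSO wells with GST-MLLE for no effect and wells lacking GST-MLLE protein for full effect; some results filed as inactive read as strong as hits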
eLon inh = inhibitors of E. coli Lon protease, primary screen, biochemical, fluorescence polarization; P0A9M0; purified E. coli Lon protease; inhibition, % at 7.94 µM; actives 0.42% (n = 360,000); AID 602123, 2011; in the data active = inhibition above about 13%, passing the limit was not always enough;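 also: 0% = enzyme with probe and DMSO and 100% = no enzyme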
Neddylation inh = inhibitors of cullin neddylation, primary screen, biochemical, TR-FRET, uHTS, NAE and Ubc12. actives 0.58% (n = 360,000). NEDD8-conjugating enzyme Ubc12 (Homo sapiens) + NEDD8-activating enzyme E1 regulatory …. calls only at 25 µM. AID 651699, 2012; in the data active = inhibition above about 36%
FAS-TE inh = FAS thioesterase domain inhibitors, primary screen, biochemical, fluorescence intensity, uHTS; Fatty acid synthase (Homo sapiens), P49327; recombinant FAS-TE, OMFH fluorogenic substrate, fluorescence endpoint; inhibition, % at 15 µM; actives 0.67% (n = 360,000); AID 602261, 2012;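 active = compounds whose normalised, plate-corrected inhibition of enzyme fluorescence in the single-dose primary screen is 50% or more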;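 also: 0% = DMSO with enzyme and 100% = substrate without enzyme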
Numbers without * were called inactive; i = inactive; . = not tested or not shown. This is a random part of the collection, and some 4% of all compounds hit somewhere here.

1	O=C(CN1C(=O)NC2(CCCCC2)C1=O)Nc1nc2c(F)cc(F)cc2s1
2	COC(=O)c1cc(C(=O)Nc2ccc(S(N)(=O)=O)cc2)cc([N+](=O)[O-])c1
3	N#CCCN(C(=O)Nc1ccc(Cl)c(Cl)c1)c1ccccc1
4	O=C(NCc1cccnc1)C1c2ccccc2C(=O)N1Cc1ccco1 (stereo not drawn)
5	COc1cc(C=O)c(Br)cc1OC1CCCC1
screen / no.	1	2	3	4	5
NRP1-CendR mod	-21	-5	-12	-3	-11
MT1-MMP act inh	-2	4	5	0	-6
Rin1 Abl inh	4	-5	-3	0	1
SKN-1 block	-22	-8	13	4	4
MsrA act	-1	-4	-4	-15	-9
MLLE-PAM2 inh	-14	8	-12	6	11
eLon inh	-18	6	-5	-5	5
Neddylation inh	i	i	i	i	i
FAS-TE inh	4	-10	9	-8	-4

6	O=C(c1ccc(-c2ccccc2)cc1)N1CCN(C(=O)c2ccco2)CC1
7	CC12CCC(c3c(C(=O)Nc4nccs4)nn(-c4ccccc4)c31)C2(C)C (stereo not drawn)
8	O=C(NCC1CCCO1)c1ccc(COc2ccc(Br)cc2)cc1 (stereo not drawn)
9	O=C1COc2ccc(S(=O)(=O)N3CCc4ccccc43)cc2N1
10	CCCNC(=O)Cn1cnc2sc(C(=O)N3CCN(c4ccc(F)cc4)CC3)c(C)c2c1=O
screen / no.	6	7	8	9	10
NRP1-CendR mod	-16	-15	9	-7	1
MT1-MMP act inh	-1	-9	2	-2	7
Rin1 Abl inh	2	2	0	-4	0
SKN-1 block	4	6	13	-10	-7
MsrA act	-1	-1	-2	-6	6
MLLE-PAM2 inh	11	-11	-6	-2	12
eLon inh	1	13	-4	0	-4
Neddylation inh	i	.	i	i	i
FAS-TE inh	-9	31	6	3	1

11	C=CCN1C(=O)/C(=C/C=C2/N(CC)c3ccc(S(=O)(=O)N(C)C)cc3N2CC)SC1=S
12	COC(=O)c1sccc1NC(=O)c1ccc(C)o1
13	CCCc1ccc(OCC(O)CN2CCN(c3ccccn3)CC2)cc1 (stereo not drawn)
14	O=S(=O)(c1ccccc1Cl)N1CCCC1c1nc(-c2cccc(Cl)c2)no1 (stereo not drawn)
15	c1csc(-c2nc3ccccc3[nH]2)c1
screen / no.	11	12	13	14	15
NRP1-CendR mod	51	12	2	-7	0
MT1-MMP act inh	-15	1	1	-1	3
Rin1 Abl inh	-1	-14	4	2	-2
SKN-1 block	46	-3	-4	-14	15
MsrA act	-10	-1	-13	-11	-4
MLLE-PAM2 inh	-108	5	4	10	-11
eLon inh	-428	1	-4	-13	-11
Neddylation inh	i	i	i	i	.
FAS-TE inh	-140	4	-1	18	-8

Among those listed so far, these contain a thiophene ring, fused or not.
10	CCCNC(=O)Cn1cnc2sc(C(=O)N3CCN(c4ccc(F)cc4)CC3)c(C)c2c1=O
12	COC(=O)c1sccc1NC(=O)c1ccc(C)o1
15	c1csc(-c2nc3ccccc3[nH]2)c1
screen / no.	10	12	15
NRP1-CendR mod	1	12	0
MT1-MMP act inh	7	1	3
Rin1 Abl inh	0	-14	-2
SKN-1 block	-7	-3	15
MsrA act	6	-1	-4
MLLE-PAM2 inh	12	5	-11
eLon inh	-4	1	-11
Neddylation inh	i	i	.
FAS-TE inh	1	4	-8

Retrieved one by one from the list above (2):
13	CCCc1ccc(OCC(O)CN2CCN(c3ccccn3)CC2)cc1 (stereo not drawn)
11	C=CCN1C(=O)/C(=C/C=C2/N(CC)c3ccc(S(=O)(=O)N(C)C)cc3N2CC)SC1=S
screen / no.	13	11
NRP1-CendR mod	2	51
MT1-MMP act inh	1	-15
Rin1 Abl inh	4	-1
SKN-1 block	-4	46
MsrA act	-13	-10
MLLE-PAM2 inh	4	-108
eLon inh	-4	-428
Neddylation inh	i	i
FAS-TE inh	-1	-140

Next part:
16	O=C(Cn1c(C(F)(F)F)nc2ccccc21)NCCCN1CCOCC1
17	O=C(NCc1ccncc1)C12CC3CC(CC(Cl)(C3)C1)C2
18	CC(NC(=O)Cc1cccs1)c1ccccc1 (stereo not drawn)
19	CCc1nc2c(OCc3ccc(C(=O)OC)cc3)cccn2c1N(C)C(=O)CC(C)C
20	CC(C)(C)C(=O)N1CCC(O)(CS(=O)(=O)Cc2ccc(Cl)cc2)CC1
screen / no.	16	17	18	19	20
NRP1-CendR mod	1	5	6	26*	-2
MT1-MMP act inh	4	-2	1	-2	2
Rin1 Abl inh	-4	0	-1	-2	2
SKN-1 block	-2	1	-7	12	-23
MsrA act	-1	-1	0	2	-2
MLLE-PAM2 inh	7	-5	-11	-8	16
eLon inh	-10	9	-6	-8	-7
Neddylation inh	i	i	i	i	i
FAS-TE inh	-5	-5	-1	-4	-6

21	CCCn1c(SCC(=O)c2ccc3c(c2)OCCO3)nnc1C(C)C
22	C=CCn1c[n+](CC(=O)c2ccc(Br)s2)c2ccccc21
23	O=C(c1cccs1)N1CCC(C(=O)N2CCN(Cc3ccc4c(c3)OCO4)CC2)CC1
24	CCN1CCN(S(=O)(=O)c2ccc(S(=O)(=O)N(CC)Cc3ccccc3)cc2)CC1
25	CC(NS(=O)(=O)c1ccc(Br)cc1F)[C@H](O)c1ccccc1 (stereo partly drawn)
screen / no.	21	22	23	24	25
NRP1-CendR mod	-4	9	-5	-2	-1
MT1-MMP act inh	-1	-6	-1	1	1
Rin1 Abl inh	1	0	6	4	-4
SKN-1 block	-8	-7	0	1	2
MsrA act	-8	-3	-3	0	-4
MLLE-PAM2 inh	-7	-19	-2	-4	14
eLon inh	4	-3	4	0	-6
Neddylation inh	i	i	i	i	i
FAS-TE inh	-14	-2	-3	0	-3

26	COc1ccc(N(C(=O)c2cnccn2)C(C(=O)NC2CCCCC2)c2cc(OC)c(OC)c(OC)c2)cc1 (stereo not drawn)
27	O=CNc1cc(-c2ccccc2Oc2ccccc2)cn2c(-c3ccc(F)cc3)cnc12
28	O=C(c1cccnc1)C1CCCN(Cc2nc(Cc3ccccc3F)no2)C1 (stereo not drawn)
29	CC(C)NC(=O)NC(=O)COC(=O)c1ccc(S(=O)(=O)Nc2ccccc2)cc1
30	O=[N+]([O-])c1cccc(-c2nc(NCc3ccccc3)c3ccccc3n2)c1
screen / no.	26	27	28	29	30
NRP1-CendR mod	-4	-21	-10	10	1
MT1-MMP act inh	2	-1	-3	2	-8
Rin1 Abl inh	3	4	-3	-1	-1
SKN-1 block	13	20	18	-2	22
MsrA act	-5	-4	-3	-3	-2
MLLE-PAM2 inh	3	-12	-4	-3	7
eLon inh	1	-19	-6	-6	8
Neddylation inh	i	i	i	i	i
FAS-TE inh	-2	18	-1	-2	34

31	CCOC(=O)c1ccc(N2CCOCC2)c(NS(=O)(=O)c2ccc(F)cc2)c1
32	Cc1cccc(OCCCC(=O)Nc2ccc(S(=O)(=O)Nc3onc(C)c3C)cc2)c1C
33	CC(C(=O)N1CCCC1)N1CCN(S(=O)(=O)c2ccc(C(C)(C)C)cc2)CC1 (stereo not drawn)
34	COC(=O)c1c(C)[nH]c(C(=O)CN2C(=O)C3CC=CCC3C2=O)c1C (stereo not drawn)
35	CC1=C(C)CC(C(=O)NCCc2ccc(F)cc2)C(C(=O)O)C1 (stereo not drawn)
screen / no.	31	32	33	34	35
NRP1-CendR mod	4	-11	-2	-3	22
MT1-MMP act inh	-2	13	-2	-3	1
Rin1 Abl inh	-4	0	4	1	5
SKN-1 block	1	-17	21	-2	5
MsrA act	-4	-2	-1	-8	-1
MLLE-PAM2 inh	-13	15	-1	-16	4
eLon inh	-3	-4	-2	2	-3
Neddylation inh	i	i	i	i	i
FAS-TE inh	7	-4	-6	-5	1

36	Cc1c(Cl)cccc1NC(=S)N1CCCN(Cc2ccccc2F)C1
37	CCOC(=O)C1C(=O)NC(c2ccccc2)=NC1c1ccc(OC)cc1 (stereo not drawn)
38	CCOc1ccccc1CN1CCNC(=O)C1CC(=O)NC1CCCCCC1 (stereo not drawn)
39	COc1ccc(C)cc1NC(=O)NCc1ccccc1F
40	OCC1(Cc2cccc(F)c2)CCN(Cc2cccc3nccnc23)CC1
screen / no.	36	37	38	39	40
NRP1-CendR mod	-2	1	-8	10	6
MT1-MMP act inh	7	-2	.	6	2
Rin1 Abl inh	-2	3	2	-1	0
SKN-1 block	0	3	10	19	-4
MsrA act	1	-3	-12	-1	-2
MLLE-PAM2 inh	17	-1	2	-8	-4
eLon inh	8	3	0	2	6
Neddylation inh	i	i	i	i	i
FAS-TE inh	7	-10	-3	-1	-4

41	Cc1cccn2c(=O)c(/C=C(\C#N)C(=O)NCc3ccco3)c(N3CCC(C(N)=O)CC3)nc12
42	CC(C)Cc1nnc(NC(=O)CCC(=O)Nc2ccc(Cl)cc2)s1
43	Cc1c(NC(=O)C(C)OC(=O)c2cccc(S(=O)(=O)N(C)C)c2)c(=O)n(-c2ccccc2)n1C (stereo not drawn)
44	Oc1ccccc1/C=N/Nc1cc(N2CCCC2)nc(N2CCCC2)n1
45	COc1ccc(/C=C/C(=O)NC(=S)Nc2ccc(C(=O)O)cc2)cc1
screen / no.	41	42	43	44	45
NRP1-CendR mod	-13	3	5	-3	-22
MT1-MMP act inh	1	-2	2	-3	3
Rin1 Abl inh	-2	4	2	-1	-1
SKN-1 block	4	9	-1	19	2
MsrA act	-9	-6	-2	-1	-3
MLLE-PAM2 inh	9	7	-11	-7	31
eLon inh	-1	0	-10	9	-3
Neddylation inh	i	i	i	i	i
FAS-TE inh	40	2	-6	17	-8

46	O=C(NCCOC(=O)c1ccncc1)c1ccccc1
47	O=C(Cc1c(Cl)cccc1Cl)Nc1cccc(S(=O)(=O)N2CCOCC2)c1
48	Cn1nc(-c2ccc(C(=O)NCC3CCCO3)cc2)c2ccccc2c1=O (stereo not drawn)
49	CCC(c1nnnn1Cc1ccco1)N(CCc1ccccc1)Cc1cc2ccc(OC)cc2[nH]c1=O (stereo not drawn)
50	COc1ccc(CNC(=O)COC(=O)c2ccc(F)c(S(=O)(=O)N3CCCCC3)c2)cc1OC
screen / no.	46	47	48	49	50
NRP1-CendR mod	-9	-2	-9	-15	-12
MT1-MMP act inh	2	4	5	-12	4
Rin1 Abl inh	1	0	-1	-4	1
SKN-1 block	2	9	-7	1	-17
MsrA act	-12	2	-6	-1	-2
MLLE-PAM2 inh	0	13	6	-7	-3
eLon inh	-5	0	-6	-9	-9
Neddylation inh	i	i	i	i	i
FAS-TE inh	-6	8	-11	8	3
